# Bioassay records: PubChem BioAssay, several laboratories
# S1P4 antag = blocks the human S1P4 receptor; S1P4-expressing cells, antagonist mode, reporter read-out; inhibition, % at 4.98 µM; 220,000 tested, 0.26% active; in the data active = inhibition above about 29%;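 note: 0% = wells stimulated with agonist and 100% = vehicle wells without agonist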
# eIF4E 4G PPI = eIF4E/eIF4G interaction inhibition in translation initiation | P63073+Q04637 | TR-FRET eIF4E-eIF4GI(517-606) binding, 2 h | inhibition, % at 21.7 µM | 220,000 tested, 0.37% active;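 active = inhibition above about 30%, limit read from the data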;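 note: 0% = full FRET control wells and 100% = background wells lacking eIF4GI fragment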
# BaF3 tox = counter-screen for JAK2V617F inhibitors: parental Ba/F3 viability inhibitors | 220,000 tested, 1.1% active | inhibition, % at 5.6 µM | CellTiter-Glo ATP luminescence;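 active = inhibition above a per-campaign cutoff, the mean inhibition of all tested compounds plus 3 SD, cut at about 27% in these data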;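 note: 0% = DMSO wells and 100% = JAK Inhibitor I control wells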
# S1P4 agonist = human S1P4 receptor agonism; O95977; activation, % at 4.98 µM; 220,000 tested, 0.35% active; S1P4-expressing cell line, agonist reporter assay; in the data active = activation above about 11%;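 note: 0% = DMSO vehicle and 100% = reference agonist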
# NPY-Y2 PAM-ag = human NPY-Y2 potentiation or agonism, primary screen. P49146. cells expressing NPY-Y2, potentiator/agonist read-out. activation, % at 3.6 µM. 220,000 tested, 0.45% active; in the data active = activation above about 27%;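 note: cells stimulated with NPY near EC25 plus isoproterenol at EC100; 0% = vehicle plus submaximal agonist and 100% = vehicle plus saturating agonist; some results beyond the cut were filed as inactive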
# Ba/F3 V617F tox = reduce viability of Ba/F3 cells dependent on JAK2V617F; Ba/F3 EpoR-JAK2V617F viability, ATP luminescence; inhibition, % at 5.6 µM; 220,000 tested, 1.1% active; AID 1446;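 active = inhibition above the campaign mean plus 3 SD over all tested compounds, cut at about 24% in these data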;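 note: cytokine-independent growth of Ba/F3 cells driven by EpoR plus mutant JAK2; 0% = DMSO-treated cells and 100% = JAK inhibitor I control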
# Wee1 degr inh = human Wee1 degradation inhibition, primary screen; 220,000 tested, 1.2% active; reporter increase, % at 5 µM; P30291; HeLa Luc-Wee1K328M stability, luciferase luminescence; 100% = proteasome inhibitor MG132 effect;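 active = activation above the mean of all tested compounds plus 3 SD, set per screening run, cut at about 8.8% in these data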;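 note: cells exposed to compound for 20 h before luminescence read; 0% = DMSO alone and 100% = MG132 at 30 µM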
# PERK inh = human PERK inhibition, primary cell-based screen; Q9NZJ5; CHO PERK-DD fusion, SEAP luminescence translation reporter; inhibition, % at 5.6 µM; 220,000 tested, 0.17% active;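 active = inhibition above the mean inhibition of all tested compounds plus 3 SD, set separately per screening campaign, cut at about 2.9% in these data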;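 note: PERK kinase domain activated by AP20187 dimerizer at 100 nM; 0% = DMSO with dimerizer and 100% = rapamycin at 8.4 µM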
# Target sequence (Q9NZJ5 whole entry, looked up, the tested form may be a part): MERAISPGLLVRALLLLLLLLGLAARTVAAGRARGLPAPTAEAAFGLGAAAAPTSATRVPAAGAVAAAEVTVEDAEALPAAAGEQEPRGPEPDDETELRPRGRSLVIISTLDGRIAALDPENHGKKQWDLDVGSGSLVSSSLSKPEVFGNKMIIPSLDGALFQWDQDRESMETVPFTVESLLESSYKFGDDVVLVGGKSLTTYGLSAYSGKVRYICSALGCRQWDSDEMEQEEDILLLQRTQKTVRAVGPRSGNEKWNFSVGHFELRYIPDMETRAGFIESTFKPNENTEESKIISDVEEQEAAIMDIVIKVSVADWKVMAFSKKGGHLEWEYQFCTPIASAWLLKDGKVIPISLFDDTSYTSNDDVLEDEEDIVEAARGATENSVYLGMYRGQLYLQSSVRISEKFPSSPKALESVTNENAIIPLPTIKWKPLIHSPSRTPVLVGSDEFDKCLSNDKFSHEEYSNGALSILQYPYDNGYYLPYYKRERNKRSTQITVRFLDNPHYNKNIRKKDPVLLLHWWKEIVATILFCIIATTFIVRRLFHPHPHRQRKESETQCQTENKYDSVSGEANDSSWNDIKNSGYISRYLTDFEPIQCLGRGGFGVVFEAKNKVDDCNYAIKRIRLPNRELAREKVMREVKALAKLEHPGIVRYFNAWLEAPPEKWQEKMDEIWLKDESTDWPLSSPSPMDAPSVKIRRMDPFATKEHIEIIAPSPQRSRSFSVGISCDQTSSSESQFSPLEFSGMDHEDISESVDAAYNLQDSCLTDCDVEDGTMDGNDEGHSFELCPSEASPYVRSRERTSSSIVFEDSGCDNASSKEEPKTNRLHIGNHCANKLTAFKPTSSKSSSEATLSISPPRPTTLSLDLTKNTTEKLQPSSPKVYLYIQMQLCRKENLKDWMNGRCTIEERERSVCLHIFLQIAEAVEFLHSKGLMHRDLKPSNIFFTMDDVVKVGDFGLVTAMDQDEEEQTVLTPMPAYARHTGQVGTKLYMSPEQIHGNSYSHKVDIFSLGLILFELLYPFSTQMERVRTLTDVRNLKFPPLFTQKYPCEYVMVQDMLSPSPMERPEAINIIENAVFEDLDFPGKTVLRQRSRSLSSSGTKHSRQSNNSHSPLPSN
# MDM2 E3 inh = blocks human Mdm2 ubiquitin ligase activity; signal enhancement, % at 5 µM; 210,000 tested, 0.11% active; AID 1230; cell-based MDM2 ubiquitination luciferase reporter, 2 h; 0 = plate control, 100 = twice control, blank-subtracted; Q00987;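 active = signal enhancement of 30% or more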;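 note: luminescence tracks abundance of the self-degrading MDM2-luciferase fusion protein; higher signal means inhibition of MDM2 E3 ligase activity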
#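 Timing – 2 h compound exposure at 37 °C · Assay system – mammalian cells stably expressing self-ubiquitinating, self-degrading MDM2 E3–luciferase fusion · Amount – 2000 cells seeded into each well · Measure – % luminescence enhancement versus blank-corrected plate control mean · Measured by – SteadyLite luminescence, 15 min reagent step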
# * marks the source's active call; other numbers are inactive results; . = not tested or not shown; [ ] = dose if it differs, or a comment.
entry	smiles	S1P4 antag	eIF4E 4G PPI	BaF3 tox	S1P4 agonist	NPY-Y2 PAM-ag
1	CCN(CC)c1nc(N)nc(N(c2ccccc2)c2ccccc2)n1	-22	0	9	0.3	6
2	CCOc1ccccc1CN1C(=O)c2ccccc2C1C(=O)NCC1CCCO1 (centres undefined)	-15	1	3	2.1	-3
3	COc1ccc(C(C)=O)cc1COc1ccc(F)cc1	-14	5	-5	-1.2	0
4	Cc1ccc(N2CC(C(=O)NC3=NCCS3)CC2=O)cc1C (centres undefined)	11	-1	3	-0.4	-5
5	O=C(CSc1nnc2ccc(-c3cccnc3)nn12)Nc1ccc(F)cc1F	-16	-4	2	-0.8	9
6	Cc1occc1-c1nnc(SCC(=O)NCc2cccs2)n1-c1ccc(F)cc1	-5	6[fluorescence artefact?]	2	1.4	-12
7	CCCCCCOc1ccc(OCC(O)CN2C(=O)NC(C)(C)C2=O)cc1 (centres undefined)	7	0[fluorescence artefact?]	2	0.8	-13
8	CCN(CC)S(=O)(=O)c1ccc(C(=O)NCCN(C)C)cc1	-7	-2	0	-1.5	-3
9	Nc1nc(SCC(=O)N2CCc3ccccc32)[nH]c(=O)c1-c1ccccc1	-2	0	0	0.5	-2
10	O=C(CN1CCCc2ccccc21)NC(=O)NC1CCCCC1	8	-5	9	-0.7	11
11	CCCCc1n[nH]c(=S)n1Cc1ccccc1	-9	-2	7	-0.5	-18
12	CCOc1ccccc1NC(=O)C1CCN(S(=O)(=O)c2ccc(OC)c(OC)c2)CC1	-5	-2	3	1.6	9

entry	Ba/F3 V617F tox	Wee1 degr inh	PERK inh	MDM2 E3 inh
1	-2	-1	0.9	-9
2	-2	0	-0.8	-16
3	-2	5	0.4	-13
4	4	-3	0.0	-8
5	3	0	0.2	4
6	1	-1	-0.2	-10
7	1	-2	1.2	-20
8	1	-1	0.7	-27
9	-3	0	0.7	6
10	0	9.2*	0.4	-24
11	0	0	1.6	.
12	-3	3	0.3	-12

# Next section
entry	smiles	S1P4 antag	eIF4E 4G PPI	BaF3 tox	S1P4 agonist	NPY-Y2 PAM-ag
13	COc1ccc(Cl)cc1C(=O)NNC(=O)CSc1nnnn1C	1	-2	1	-0.6	11
14	CCNC(=O)n1nccc1C(C)Oc1ccccc1 (centres undefined)	-2	7	-2	-0.1	-6
15	CCCCn1c(SCC(=O)N2CCc3ccccc32)nnc1-c1ccncc1	-6	-5	4	-0.5	-9
16	Cc1cc(C(=O)CSc2n[nH]c(-c3ccccc3F)n2)c(C)n1Cc1cccs1	-11	2	5	6.9	-18
17	CCc1ccc(NC(=S)N(Cc2cccc(Br)c2)CC2CCC(C(=O)O)CC2)cc1 (centres undefined)	-17	-2	6	-2.0	-9
18	Nc1ccc2c3c(cccc13)C(=O)N(c1ccccc1)C2=O	-5	2	8	1.0	17
19	Cc1ccccc1-c1nnc(NC(=O)CSc2nc3ccccc3s2)s1	8	8	3	-0.3	2
20	Cn1ccnc1SCC(=O)Nc1ccc2ccccc2c1	-12	-5[fluorescence artefact?]	2	4.8	11
21	Cc1cccc(OCCCC(=O)Nc2nccs2)c1C	-4	-12	-2	0.9	-18
22	COc1cc(C(=O)NCCc2c[nH]c3ccccc23)ccc1OCc1c(C)noc1C	-11	-2	9	0.1	-16
23	COC(=O)CCc1c(C)nn(-c2ccccc2)c1C	1	-1	3	10	1
24	C=CSc1sc(Cl)c(N(CC)CC)c1[N+](=O)[O-]	-2	0	8	-3.7	-13

entry	Ba/F3 V617F tox	Wee1 degr inh	PERK inh	MDM2 E3 inh
13	-4	1	0.5	-5
14	-3	-2	-0.9	-11
15	5	-3	-0.2	.
16	4	2	-0.3	-1
17	3	5	0.1	-13
18	0	-3	0.9	-13
19	3	-1	0.2	.
20	-1	-1	-1.3	-50
21	3	-1	0.2	.
22	4	3	0.1	-3
23	3	-2	0.3	-6
24	6	-4	0.9	-8

# Continuation:
entry	smiles	S1P4 antag	eIF4E 4G PPI	BaF3 tox	S1P4 agonist	NPY-Y2 PAM-ag
25	O=C(O)c1cc(NCc2ccccc2C(F)(F)F)ccc1N1CCOCC1	14	2	0	0.9	0
26	O=C(NCCc1ccccc1)/C(=C/c1ccco1)c1ccccc1	7	8[fluorescence artefact?]	1	-1.1	7
27	O=C(CSc1nc2ccccc2o1)N1c2ccccc2Sc2ccccc21	0	4	2	-1.9	4
28	CCOC(=O)c1nc(S(C)(=O)=O)ncc1Cl	16	-5	-4	0.1	-2
29	Cc1c(C(=O)O)cccc1N1C(=O)Nc2ccccc2N1O	-32	-1[fluorescence artefact?]	4	0.0	11
30	O=C(Cc1csc(N2CCOCC2)n1)N/N=C/c1ccc(F)cc1	-8	-4	6	0.9	0
31	Cc1cc(Br)ccc1OCCNCc1ccccc1	-9	0	4	-1.6	-13
32	CC/C(O)=C1\C(=O)CCCC1=NCCc1c(C)[nH]c2ccc(C)cc12	8	1	5	2.2	-9
33	COc1ccc(-c2cnc3ncnn3c2N)cc1	19	1	9	1.1	-15
34	CCCCNC(=O)COC(=O)c1ccccc1F	-15	-6	-3	0.5	-14
35	CC1CC(=O)N(C)c2ccc([N+](=O)[O-])cc2N1 (centres undefined)	-9	0[fluorescence artefact?]	4	-0.5	-4
36	Nc1nc(Nc2ccccc2F)nc(NCc2ccccc2)c1[N+](=O)[O-]	-5	-1	1	1.3	-26

entry	Ba/F3 V617F tox	Wee1 degr inh	PERK inh	MDM2 E3 inh
25	-3	-3	0.3	-10
26	-3	1	-0.8	-9
27	-2	2	0.2	-10
28	-2	-1	1.2	-13
29	0	0	0.9	-8
30	0	1	0.9	0
31	6	1	-0.5	-42
32	5	0	-1.7	-15
33	6	2	1.7	-15
34	-2	1	0.9	.
35	-2	-1	1.0	-3
36	2	9.6*	-1.8	-12

# Single records (already shown). Screens in order: S1P4 antag	eIF4E 4G PPI	BaF3 tox	S1P4 agonist	NPY-Y2 PAM-ag	Ba/F3 V617F tox	Wee1 degr inh	PERK inh	MDM2 E3 inh
# `CC1CC(=O)N(C)c2ccc([N+](=O)[O-])cc2N1` (centres undefined) is listed with -9	0[fluorescence artefact?]	4	-0.5	-4	-2	-1	1.0	-3
# `O=C(NCCc1ccccc1)/C(=C/c1ccco1)c1ccccc1` is listed with 7	8[fluorescence artefact?]	1	-1.1	7	-3	1	-0.8	-9
# `COc1ccc(-c2cnc3ncnn3c2N)cc1` is listed with 19	1	9	1.1	-15	6	2	1.7	-15
# `Nc1nc(Nc2ccccc2F)nc(NCc2ccccc2)c1[N+](=O)[O-]` is listed with -5	-1	1	1.3	-26	2	9.6*	-1.8	-12
# `O=C(Cc1csc(N2CCOCC2)n1)N/N=C/c1ccc(F)cc1` is listed with -8	-4	6	0.9	0	0	1	0.9	0

# Additional entries:
entry	smiles	S1P4 antag	eIF4E 4G PPI	BaF3 tox	S1P4 agonist	NPY-Y2 PAM-ag
37	N#Cc1nc(COc2ccc(F)cc2)oc1N1CCCC1	4	0	6	-0.4	-11
38	COC(=O)c1cn(NC(=O)c2ccc(OC)c(OC)c2)c(=O)c2ccccc12	-12	.	2	-1.3	-8
39	CCOc1ccc(C(=O)Nc2cc(=O)n(C)c(=O)n2C)cc1	-21	.	5	-1.6	-8
40	Cc1cc(C)nc(Nc2nc(C)c3cc4c(cc3n2)OCO4)n1	-20	.	0	-0.1	-1
41	Cn1cc(-c2nnnn2-c2ccc(Cl)cc2)c(=O)c2ccccc21	-3	6	2	1.0	12
42	Cc1ccc(S(=O)(=O)N2CCC(=O)N(C(COC(=O)Nc3ccccc3)Cc3ccccc3)CC2)cc1 (centres undefined)	12	0	5	1.1	3
43	CC(=O)NC1(c2ccccc2)CCN(CC(=O)N2CCC(C)CC2)CC1	-2	1	8	-0.4	-3
44	Cc1ccc(C(=O)NN(CCC#N)C2=NS(=O)(=O)c3ccccc32)cc1	8	-2	6	-1.2	-13
45	C=CC1C(N2CCOCC2)C(C)(C)S1(=O)=O (centres undefined)	-4	1	1	-0.7	4
46	CC(C)[C@H](N)c1nnc(SC/C=C/c2ccccc2)o1	3	3	0	-1.0	-1
47	COc1cc2c(cc1OC)C(C(=O)N1CCN(c3ccccn3)CC1)C(c1cccs1)N(C)C2=O (centres undefined)	-17	7	3	1.5	-3
48	Clc1ccc(CN2C3=NCCN3c3ccccc32)cc1Cl	-2	-8	5	-0.2	-3

entry	Ba/F3 V617F tox	Wee1 degr inh	PERK inh	MDM2 E3 inh
37	1	0	-0.6	12
38	-5	-4	0.1	-9
39	1	0	0.7	.
40	-3	7	0.6	-6
41	0	-1	-0.2	-11
42	-1	0	-0.6	.
43	1	1	-1.3	4
44	-4	-5	1.6	2
45	1	2	0.5	-20
46	0	2	-0.2	-15
47	2	5	-1.3	-10
48	4	-2	-0.9	-14

# More structures.
entry	smiles	S1P4 antag	eIF4E 4G PPI	BaF3 tox	S1P4 agonist	NPY-Y2 PAM-ag
49	CCN(CC)CCCN1C(=O)C(O)=C(C(=O)c2ccco2)C1c1ccc(C)o1 (centres undefined)	-14	.	17	1.3	-11
50	O=C(N/N=C/C=C/c1cccc([N+](=O)[O-])c1)C(O)c1ccccc1 (centres undefined)	-21	-2	6	0.8	11
51	COc1ccc2ccccc2c1CN1CCN(Cc2ccccc2)CC1	4	-1	0	-0.5	-1
52	Cc1cc2n(n1)SC(Nc1ccc(F)cc1)N2 (centres undefined)	22	3	4	-0.2	10
53	CS(=O)(=O)N(CC(=O)Nc1ccc(S(=O)(=O)N2CCOCC2)cc1)c1cccc(F)c1	-4	0	9	1.2	-11
54	N#CC(c1ccccc1)c1ccc(C(=O)c2ccc(F)cc2)cc1 (centres undefined)	2	0	5	-4.6	-6
55	CC(=O)c1nnn(-c2nc(N)nc(N(c3ccccc3)c3ccccc3)n2)c1C	-20	7	5	3.2	2
56	CCOC(=O)C1=C(C)Nc2nc3ccccc3n2C1c1ccccc1 (centres undefined)	14	-3	4	-0.1	-1
57	CC1=C(C)CC(C(=O)N2CCN(Cc3ccc4c(c3)OCO4)CC2)C(C(=O)O)C1 (centres undefined)	-5	0	1	1.0	-5
58	COc1ccc(OC)c(/C=N/NC(=O)CNC(=O)c2ccc(S(=O)(=O)N3CCOCC3)cc2)c1	-18	0[fluorescence artefact?]	8	0.6	7
59	COC(=O)c1ccc2nc(C(F)(F)F)[nH]c2c1	0	4	0	0.9	-7
60	CCOC(=O)N1CCN(C(=O)Nc2ccc3nc(C)c(C)nc3c2)CC1	-8	-5	3	2.1	-6
61	CCOC(=O)c1ccc(NC(=O)CCOc2ccc(C)cc2)cc1	6	2	0	4.5	-9
62	CCOc1ccc(CCNC(=O)CN2C(=O)NC(CCSC)C2=O)cc1OCC (centres undefined)	-7	0	0	0.3	-6
63	CCc1ccc(NC(=S)NC2CC3CCC(C2)N3Cc2ccco2)cc1 (centres undefined)	-8	-7	-1	-1.0	6

entry	Ba/F3 V617F tox	Wee1 degr inh	PERK inh	MDM2 E3 inh
49	2	-2	0.2	.
50	-1	2	0.6	-3
51	-1	-1	-0.3	-4
52	-4	1	0.6	-2
53	2	6	1.4	.
54	-4	2	-0.1	-10
55	0	-3	-0.3	-10
56	-2	-2	-1.0	-15
57	-2	-3	0.3	-10
58	0	1	0.0	-5
59	-5	-4	1.0	-27
60	4	-1	0.3	-9
61	-5	-1	0.4	-3
62	1	2	-0.3	1
63	0	0	-1.2	-2
